Arrestin-AP2 inh: inhibitors of beta-arrestin/AP2 binding, primary screen, biochemical, GPCR trafficking, flow cytometry. FITC-arrestin peptide / GST-AP2 beads; AP2 beta2 appendage carries R879A mutation. beta-arrestin 1 C-terminal peptide binding to AP2 beta2-adaptin appendage (human). inhibition, % at 10 µM. 0.31% of 340,000 active;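 active means inhibition above a set limit, near 3 SD of compounds lacking own fluorescence, cut at about 54% in these data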;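 further: plate controls were DMSO wells for no effect and 5 µM unlabelled arrestin peptide for full effect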
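test system = AP2 appendage R879A on GSH beads | buffer or medium = PBS plus Tween 20 (0.05%) and BSA (0.1%) | incubation = 12 min plus 1 h, RT | detection = bead flow cytometry, FITC channel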
SR-BI DiI inh: inhibitors of SR-BI mediated HDL lipid uptake, primary screen, ldlA[mSR-BI] cells, fluorescence, single point; ldlA[mSR-BI] CHO cells, DiI-HDL uptake fluorescence, 3 h; inhibition, % at 12.5 µM; 0.96% of 320,000 active;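 active means mean replicate inhibition of at least 70% and a set share of replicates each scoring 70 or more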;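 further: 0% = median of neutral control wells and 100% = median of positive control wells; values of inactives mirror those of a sister screen read the other way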
Target sequence (Q61009 whole entry, looked up): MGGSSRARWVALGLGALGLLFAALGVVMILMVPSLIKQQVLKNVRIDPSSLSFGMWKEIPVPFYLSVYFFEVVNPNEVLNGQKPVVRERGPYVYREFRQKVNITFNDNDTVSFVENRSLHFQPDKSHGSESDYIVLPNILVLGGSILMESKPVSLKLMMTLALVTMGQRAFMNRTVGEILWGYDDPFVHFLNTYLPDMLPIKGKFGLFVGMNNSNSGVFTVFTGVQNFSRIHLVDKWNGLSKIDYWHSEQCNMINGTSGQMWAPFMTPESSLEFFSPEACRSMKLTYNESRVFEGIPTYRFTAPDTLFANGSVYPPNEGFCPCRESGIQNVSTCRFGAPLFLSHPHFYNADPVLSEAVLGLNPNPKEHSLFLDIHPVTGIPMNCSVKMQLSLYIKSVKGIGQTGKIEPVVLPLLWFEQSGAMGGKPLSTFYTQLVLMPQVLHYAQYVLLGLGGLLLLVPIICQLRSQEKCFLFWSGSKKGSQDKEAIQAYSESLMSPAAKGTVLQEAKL
DAGLB inhibitor: DAGLB lipase inhibitors, primary screen, biochemical, fluorescence, HTS; Diacylglycerol lipase-beta (Homo sapiens), Q8NCG7; inhibition, % at 5.17 µM; HEK293T DAGLB membrane lysate, EnzChek fluorogenic substrate; 0.059% of 340,000 active; in the data active means inhibition above about 34%;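 further: 0% = enzyme with vehicle and 100% = wells lacking enzyme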
NSD2 inh: NSD2 histone methyltransferase inhibitors, primary screen, biochemical, AlphaScreen, single concentration, set 2. NSD2 peptide methylation, 120 min. 0.54% of 310,000 active. AID 743445, 2014. inhibition, % at 12.5 µM. Histone-lysine N-methyltransferase NSD2 (Homo sapiens), O96028; in the data active means inhibition above about 50%
LANA DNA inh: inhibitors of KSHV C-LANA binding to DNA, primary screen, biochemical, fluorescence polarization, FAM-LBS DNA, MBP-C-LANA, single point; AID 504423, 2011; 0.078% of 340,000 active; inhibition, % at 9 µM;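 active means highest replicate inhibition at or above 60% at 9 µM, even if other replicates fall short; inactive means all replicates below 60% inhibition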;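 further: 0% = neutral control wells and 100% = 4 µM acridine orange control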
Keap1-Nrf2 PPI: Keap1-Nrf2 protein-protein interaction inhibitors, primary screen, biochemical, fluorescence polarization, single point; inhibition, % at 9.4 µM; AID 504523, 2011; Keap1 Kelch-Nrf2 peptide fluorescence polarization, 1536-well; Kelch-like ECH-associated protein 1 (Homo sapiens), Q14145; 0.15% of 340,000 active; in the data active means inhibition above about 12%;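 further: human Keap1 Kelch domain with fluorescein labeled Nrf2 9mer peptide probe; 0% = neutral control wells and 100% = peptide positive control; higher means more block of Keap1 binding to Nrf2 peptide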
Target sequence (Q14145 whole entry, looked up, the tested form may be a part): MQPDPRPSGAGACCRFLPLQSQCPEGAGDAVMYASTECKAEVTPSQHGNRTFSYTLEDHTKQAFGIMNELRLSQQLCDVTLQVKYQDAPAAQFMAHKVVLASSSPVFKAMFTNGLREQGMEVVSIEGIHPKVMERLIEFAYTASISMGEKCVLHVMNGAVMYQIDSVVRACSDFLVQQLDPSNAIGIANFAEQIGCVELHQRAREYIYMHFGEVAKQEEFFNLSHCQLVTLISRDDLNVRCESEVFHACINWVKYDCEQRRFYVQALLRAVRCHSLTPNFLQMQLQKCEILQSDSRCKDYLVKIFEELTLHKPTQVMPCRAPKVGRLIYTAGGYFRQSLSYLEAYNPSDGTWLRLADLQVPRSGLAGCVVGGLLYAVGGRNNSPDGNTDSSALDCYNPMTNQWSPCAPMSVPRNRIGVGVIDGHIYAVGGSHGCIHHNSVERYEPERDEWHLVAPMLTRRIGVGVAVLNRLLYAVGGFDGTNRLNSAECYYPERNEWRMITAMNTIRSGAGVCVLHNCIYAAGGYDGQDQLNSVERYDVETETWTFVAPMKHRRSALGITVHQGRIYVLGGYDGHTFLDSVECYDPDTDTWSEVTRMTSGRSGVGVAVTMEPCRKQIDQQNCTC
PKA-R2B activ: activators of PKA-R2B holoenzyme, primary screen, biochemical, fluorescence polarization, Cy5-IP20, human. cAMP-dependent protein kinase catalytic subunit beta (Homo sapiens) + cAMP-dependent …. PKA-R2B holoenzyme dissociation; R2B truncated from residue 108, S112A mutant; 0% DMSO only, 100% 113 µM cGMP. AID 504700, 2011. activation, % at 11.4 µM. 0.079% of 340,000 active;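 active means activation above a cutoff set at the mean over all compounds plus 3 SD, cut at about 18% in these data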;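 further: higher means more holoenzyme dissociation and a rise in polarization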
Cardiac RTF inh: cardiac RTF calcium sensitivity inhibitors, primary screen, biochemical, IANBD-TnC fluorescence, EC70 calcium; 0.12% of 340,000 active; inhibition, % at 7.15 µM; IANBD-labeled cardiac RTF, Ca2+ fluorescence; Troponin I, cardiac muscle (Homo sapiens) + Troponin T, cardiac muscle (Homo sapiens) + …;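 active means inhibition above the mean inhibition of all tested compounds plus 3 SD, cut at about 17% in these data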;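 further: assay run at fixed EC70 calcium of 1.6 mM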
SR-BI DiI-HDL act: activators of SR-BI mediated DiI-HDL uptake, primary screen, ldlA[mSR-BI] CHO cells, DiI fluorescence | 3 h; 100 = double the neutral-control signal | activation, % at 12.5 µM | 0.096% of 320,000 active;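 active means mean replicate activation of at least 60% and every replicate at or above 60%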;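 further: 0% = median plate neutral-control signal and 100% = twice that signal; values of inactives mirror those of a sister screen read the other way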
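Test system: SR-BI-overexpressing, LDLR-lacking CHO cells; Also added: labelled HDL, 10 µg/mL; Measured by: bottom-read cell fluorescence after medium removal, ex 550/em 595 nm; Timing: 3 h uptake period with compound, 37 °C; Buffer or medium: F12, 0.5% BSA, 25 mM HEPES; Doses: single compound concentration, delivered by pin transfer.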
PvdQ acylase: P. aeruginosa PvdQ acylase inhibitors, primary screen, biochemical, fluorescence, plate reader and imaging, single point. PvdQ acylase [Pseudomonas aeruginosa LESB58]. purified PvdQ acylase. inhibition, % at 10 µM. 0.063% of 340,000 active; in the data active means inhibition above about 30%, passing the limit was not always enough;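 further: 0% = vehicle neutral wells and 100% = reference inhibitor wells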
An asterisk follows results filed as active; . = not tested or not shown.

Arrestin-AP2 inh | SR-BI DiI inh | DAGLB inhibitor | NSD2 inh | LANA DNA inh | Keap1-Nrf2 PPI | PKA-R2B activ | Cardiac RTF inh | SR-BI DiI-HDL act | PvdQ acylase | molecule
6 | . | 5 | 0 | 0.4 | 0 | 15 | -7 | . | -5 | Cc1nc(C)c(C(=O)N/N=C/c2cc(Br)ccc2O)s1
3 | . | -1 | -1 | 2.4 | 0 | -4 | 0 | . | -9 | C=CCNc1nnnc2c1sc1nc(N3CCOCC3)c3c(c12)CCCC3
-9 | 2 | 0 | -2 | 0.8 | -6 | -8 | -6 | -2 | -14 | Cc1cc(NC(=O)c2ccc([N+](=O)[O-])cc2)no1
30 | -5 | -2 | 0 | 1.4 | 5 | -1 | -12 | 5 | -13 | CN(C)CCNC(=O)C1(O)c2cc(Br)ccc2NC(=O)N1c1ccc(Cl)cc1 (configuration not stated)
-3 | -4 | 1 | -3 | 0.5 | 1 | -8 | 4 | 4 | -10 | CCC1CCCCN1C(=O)CCNC(=O)Cn1cnc2ccccc2c1=O (configuration not stated)
4 | 7 | 1 | -4 | -0.3 | 5 | 2 | -4 | -7 | -10 | Cc1ccccc1NC(=O)c1cccc2c1C(=O)N(C1CCCCC1)C2
-1 | 5 | -3 | -1 | -1.9 | -1 | -2 | -2 | -5 | -4 | Cc1ccc(Sc2c([N+](=O)[O-])c(C)nn2C)cc1
-2 | 51 | 3 | -1 | -0.9 | -8 | 1 | -10 | -51 | -11 | COc1cc(CNC(C)C)c(Br)cc1OC1CCCC1
2 | 6 | -4 | -1 | 2.1 | 1 | 4 | 0 | -6 | -5 | O=C(Nc1c[nH]c2c(Cl)cccc2c1=O)N1CCN(c2ccccn2)CC1
0 | -15 | 2 | 1 | 0.5 | -5 | 4 | -13 | 15 | -1 | O=C(NCCN1CCN(c2ccccc2)CC1)Nc1ccccc1Cl
17 | -8 | -6 | 1 | 0.5 | 3 | -2 | -9 | 8 | 4 | Cc1[nH]n(-c2ccccc2)c(=O)c1CCOC(=O)c1ccc(C(F)(F)F)cc1
14 | 15 | -8 | -1 | -1.7 | -3 | -8 | -3 | -15 | -18 | Cc1ccc(Nc2nc(Cl)nc(NC3CCCCC3)n2)cc1
-6 | 8 | -1 | 2 | -0.6 | 0 | -4 | 6 | -8 | -18 | O=C1Cc2cc(S(=O)(=O)Nc3ccccc3Cl)cc3c2N1CCC3
-14 | 39 | 0 | -1 | -0.5 | -1 | -10 | -4 | -39 | -7 | CCC(Oc1ccccc1)C(=O)Nc1ccc(C)c(S(=O)(=O)N2CCOCC2)c1 (configuration not stated)
-1 | 7 | 2 | . | 0.8 | 1 | -10 | -11 | -7 | -21 | CCCn1c2ccccc2c2cc(C(=O)O)ccc21
-2 | -14 | 0 | 3 | 0.1 | -6 | 2 | -3 | . | -7 | CC(=O)c1ccc(S(=O)(=O)N(C)CC(=O)Nc2ccc(C)cc2)cc1
6 | 7 | 2 | -6 | -1.0 | 3 | -12 | 0 | -7 | -1 | COc1ccc(-c2[nH]nc3oc(=O)cc(C)c23)cc1
3 | . | -3 | -2 | -1.6 | -6 | 0 | -1 | . | -13 | COc1cc(OC)cc(C(=O)Nc2ccc(N(C)C)c3ccccc23)c1
43 | -3 | -16 | 2 | 0.4 | -4 | 0 | 4 | 3 | 0 | Cc1ccc(/C=C/C(=O)N2CCC(Cc3ccccc3)CC2)cc1
8 | -8 | -1 | 4 | 0.4 | 0 | -1 | 0 | 8 | 17 | CC1=CC(=C2C(=O)c3ccccc3C2=O)C=C(C)N1Cc1ccco1
14 | -2 | -1 | . | 0.9 | 0 | -7 | -4 | 2 | 4 | O=c1[nH]c2ccccc2cc1-c1nnn(-c2ccc(F)cc2)n1
16 | -33 | 1 | -2 | -1.7 | -6 | 2 | -2 | 33 | -14 | CCc1ccc(NC(=O)Cn2cnc([N+](=O)[O-])c2)cc1
2 | -6 | 4 | 12 | 2.1 | 0 | -2 | -6 | 6 | -12 | Cc1cc(C)nc(SCC(=O)NNS(=O)(=O)c2ccc(C#N)cc2)n1
-1 | . | 0 | 0 | -0.1 | -5 | 1 | 4 | . | -13 | Cc1c(C(=O)Nn2cnnc2)oc2ccccc12
10 | 26 | 7 | 0 | -2.8 | 3 | 14 | -11 | -26 | 5 | COc1cc2nc(NC(=O)c3ccccc3)sc(=O)c2cc1OC
6 | 21 | -3 | -2 | -1.8 | -6 | 1 | 1 | -21 | 3 | Cc1ccc(C(=O)CCC(=O)OCC(=O)N2CCN(S(=O)(=O)c3ccc(C)cc3C)CC2)cc1
3 | -16 | 1 | . | -0.7 | -5 | -16 | -4 | 16 | 8 | COCCNC(=O)CCc1c(C)nc2c(-c3ccc(F)cc3)c(C)nn2c1C
-1 | 91* | 3 | . | 2.5 | -3 | 8 | 3 | -91 | 5 | CCn1c(=NC(=O)c2cccc(N3C(=O)CCC3=O)c2)sc2c(OC)ccc(OC)c21
-6 | 59 | -8 | 0 | 1.3 | -2 | 1 | -3 | -59 | -17 | CCOc1cc2ccccc2cc1C(=O)Nc1ccccn1
2 | -3 | -1 | -2 | -0.8 | -4 | -1 | -8 | 3 | -14 | O=C(O)Cc1csc2ccccc12

Of the compounds above, 4 have an NH in an aromatic ring:
Arrestin-AP2 inh | SR-BI DiI inh | DAGLB inhibitor | NSD2 inh | LANA DNA inh | Keap1-Nrf2 PPI | PKA-R2B activ | Cardiac RTF inh | SR-BI DiI-HDL act | PvdQ acylase | molecule
2 | 6 | -4 | -1 | 2.1 | 1 | 4 | 0 | -6 | -5 | O=C(Nc1c[nH]c2c(Cl)cccc2c1=O)N1CCN(c2ccccn2)CC1
17 | -8 | -6 | 1 | 0.5 | 3 | -2 | -9 | 8 | 4 | Cc1[nH]n(-c2ccccc2)c(=O)c1CCOC(=O)c1ccc(C(F)(F)F)cc1
6 | 7 | 2 | -6 | -1.0 | 3 | -12 | 0 | -7 | -1 | COc1ccc(-c2[nH]nc3oc(=O)cc(C)c23)cc1
14 | -2 | -1 | . | 0.9 | 0 | -7 | -4 | 2 | 4 | O=c1[nH]c2ccccc2cc1-c1nnn(-c2ccc(F)cc2)n1

Additional results follow.
Arrestin-AP2 inh | SR-BI DiI inh | DAGLB inhibitor | NSD2 inh | LANA DNA inh | Keap1-Nrf2 PPI | PKA-R2B activ | Cardiac RTF inh | SR-BI DiI-HDL act | PvdQ acylase | molecule
13 | -11 | 1 | 3 | 4.8 | -2 | -3 | -10 | 11 | -3 | CC(=O)c1cccc(S(=O)(=O)NCCCN2CCOCC2)c1
0 | 2 | 1 | 18 | -0.4 | -5 | 8 | 11 | -2 | -17 | O=C(NC1CCCC1)C(c1c(F)cccc1Cl)N(C(=O)c1csnn1)C1CC1 (configuration not stated)
6 | -1 | -4 | 0 | 0.9 | -2 | 1 | -10 | 1 | -14 | Cc1c(OCC(=O)NCCCn2ccnc2)ccc2c3c(c(=O)oc12)CCCC3
11 | 33 | -5 | -1 | 1.3 | 2 | -8 | 3 | -33 | 7 | COC(=O)Nc1nc(-c2cc(Cl)ccc2Cl)cs1
0 | -19 | -2 | 3 | -0.4 | -2 | 4 | -4 | 19 | -7 | CCCc1[nH]nc2c1C(c1ccncc1)C(C#N)=C(N)O2 (configuration not stated)
0 | 4 | -1 | . | 0.8 | -10 | 2 | -5 | -4 | -12 | CCOc1ccc(S(=O)(=O)N2CCN(C(=O)c3ccc(C)c(S(=O)(=O)N4CCOCC4)c3)CC2)cc1
-10 | . | 1 | 0 | 1.6 | 3 | -7 | -16 | . | -19 | O=C(CCNS(=O)(=O)c1cccs1)N1CCN(c2cccc(Cl)c2)CC1
13 | 41 | -4 | 0 | 1.2 | 2 | -11 | -7 | -41 | -6 | COCCNC(=O)c1c(NC(=O)c2nc(SC)ncc2Cl)sc2c1CCCC2
-5 | 24 | -1 | 43 | -0.9 | 1 | -1 | 0 | -24 | -6 | COc1cc(OC)cc(C(=O)NCC(=O)OCC(=O)N2CCc3ccccc32)c1
-9 | -5 | 0 | 0 | -2.1 | 3 | 7 | -6 | 5 | -6 | COc1ccc(C(=O)C2CCCN(Cc3cn[nH]c3-c3ccccc3)C2)cc1OC (configuration not stated)
-4 | -15 | -1 | 8 | 1.6 | 4 | 2 | -2 | 15 | -7 | CC(=O)Oc1ccc(C(=O)OCC(=O)c2c(N)n(C)c(=O)n(C)c2=O)cc1OC(C)=O
24 | 4 | -1 | -1 | -0.5 | -3 | -8 | -2 | -4 | -4 | CN(C)c1ccc(C(=O)OCC(=O)N2CCCCCC2)cc1
-1 | -12 | -1 | 1 | 0.8 | -6 | -7 | 6 | 12 | -3 | O=S(=O)(c1ccc(Cl)cc1)N1CCN(CCc2ccccc2)CC1
7 | -40 | -1 | 2 | 0.8 | -6 | -1 | -4 | 40 | -2 | C/C(N)=C(/C#N)C(=O)COC(=O)CSc1ccc2ccccc2c1
-21 | 2 | -2 | 3 | -0.5 | -1 | 0 | -14 | -2 | -8 | COC(=O)C(C)Sc1ccc2nnc(CCNS(=O)(=O)c3ccc(C)cc3)n2n1 (configuration not stated)
5 | 43 | 0 | 1 | -0.4 | 1 | -13 | 2 | -43 | 0 | COc1ccc(/C=C/C(=O)NCC(=O)N/N=C/c2ccc(OC)cc2)cc1
6 | -1 | -1 | 11 | 0.0 | -4 | 2 | -10 | 1 | -6 | CN(C)CCN(C(=O)C1CCCCC1)c1nc2cc3c(cc2s1)OCO3
6 | -24 | 0 | -2 | 0.5 | -5 | -12 | 7 | 24 | -13 | CCCc1nnc(SCC(=O)N(CC)CC)n1CC1CCCO1 (configuration not stated)
-7 | 36 | 3 | 4 | 0.1 | -3 | -3 | -8 | -36 | -9 | CSCCC1NC(=O)N(CC(=O)N2N=C(c3ccc(Cl)cc3)CC2c2ccco2)C1=O (configuration not stated)
0 | -4 | 0 | 0 | -0.6 | 2 | 0 | -1 | 4 | -12 | O=C1COc2ccc(C(=O)COC(=O)C3CC(O)CN3S(=O)(=O)c3ccc(Cl)cc3)cc2N1 (configuration not stated)
5 | 4 | 0 | . | 1.0 | -3 | 14 | -8 | 11 | -6 | CCOC(=O)[C@H]1[C@H]2COc3ccc(Cl)cc3[C@@H]2N2C(=O)CN(Cc3ccccc3)C(=O)[C@@]12C

Source: PubChem (several laboratories)
